aDG glyco act = increases alpha dystroglycan glycosylation | Pro5-aDG cells, alpha-DG glycosylation AlphaScreen (IIH6); 0% Pro5, 100% B10-LARGE cell signal | activation, % at 10 µM | hit rate 0.22% among 360,000 | AID 624168;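 active means activation of at least 8% versus controls, or a plate z-score of at least 8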;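 further: Pro5 are CHO cells carrying HIG-tagged alpha-DG that lacks glycosylation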
ABHD5 PLIN5 PPI = ABHD5-PLIN5 protein interaction inhibition; hit rate 0.78% among 360,000; Q00G26+Q8WTS1; Split G. princeps luciferase complementation, luminescence, 4 h; inhibition, % at 4 µM;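 active means inhibition above the mean inhibition across every tested compound plus 3 SD, cut at about 22% in these data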;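 further: 0% = DMSO only wells and the 100% control is not disclosed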
Target sequence (Q00G26 whole entry, looked up): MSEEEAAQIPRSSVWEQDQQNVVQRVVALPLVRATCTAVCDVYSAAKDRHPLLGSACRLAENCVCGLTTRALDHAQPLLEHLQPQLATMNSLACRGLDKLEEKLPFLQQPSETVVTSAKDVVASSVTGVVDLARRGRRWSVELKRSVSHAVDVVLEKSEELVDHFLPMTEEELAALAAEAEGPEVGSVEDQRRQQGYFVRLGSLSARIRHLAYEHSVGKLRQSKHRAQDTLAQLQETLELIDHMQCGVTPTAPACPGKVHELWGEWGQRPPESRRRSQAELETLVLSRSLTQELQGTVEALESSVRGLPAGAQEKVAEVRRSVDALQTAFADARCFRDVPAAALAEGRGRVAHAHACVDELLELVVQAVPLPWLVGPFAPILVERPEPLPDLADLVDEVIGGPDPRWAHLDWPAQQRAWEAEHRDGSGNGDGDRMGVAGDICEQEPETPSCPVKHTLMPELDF
Target sequence (Q8WTS1 whole entry, looked up): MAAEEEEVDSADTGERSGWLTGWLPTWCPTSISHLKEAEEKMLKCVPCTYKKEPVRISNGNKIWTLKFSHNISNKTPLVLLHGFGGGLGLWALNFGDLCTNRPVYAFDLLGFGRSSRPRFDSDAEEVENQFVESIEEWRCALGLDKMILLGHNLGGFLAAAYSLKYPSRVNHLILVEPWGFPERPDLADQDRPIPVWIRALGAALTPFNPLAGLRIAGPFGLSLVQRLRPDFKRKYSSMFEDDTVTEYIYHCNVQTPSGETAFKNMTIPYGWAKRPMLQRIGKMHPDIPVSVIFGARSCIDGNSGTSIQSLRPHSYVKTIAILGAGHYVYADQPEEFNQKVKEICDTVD
iPSC survival up = increases survival of single human iPS cells; hiPSC single-cell survival, ATPlite luminescence; 100% = ROCK inhibitor wells, 0% = DMSO; survival enhancement, % at 20 µM; hit rate 0.044% among 360,000; AID 602274; in the data active means survival enhancement above about 18%;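 further: cells exposed to compounds for 16 hours before the ATP read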
Glyco luc inh = blocks N-linked glycosylation in D54 reporter cells | D54 ERlucT glycosylation luciferase reporter, 24 h; percent of 100 nM tunicamycin response | reporter increase, % at 12.5 µM | hit rate 0.23% among 360,000 | AID 588692;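 active means mean luciferase reporter signal, scaled so untreated is 0 and the glycosylation-blocking control 100, at or above a set limit in every replicate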;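 further: luciferase carries N-glycosylation sites so blocking glycosylation raises the light; 0% = median of neutral control wells and 100% = median of 100 nM tunicamycin wells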
m5-HT2A agonist = mouse HTR2A agonism via beta-arrestin recruitment | AID 624169 | hit rate 0.66% among 360,000 | CHO-K1 mHTR2A beta-arrestin complementation, luminescence; percent of 30 µM serotonin response | P35363 | activation, % at 7.6 µM;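 active means activation above a run cutoff, the mean activation of all tested compounds plus 3 SD, cut at about 14% in these data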;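 further: 0% = plate median of compound wells and 100% = 30 µM serotonin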
MC4R ag barr = agonists of human melanocortin 4 receptor (MC4R) beta-arrestin. U2OS MC4R beta-arrestin complementation, luminescence; percent of melanotan II response, DMSO zero. activation, % at 8.9 µM. hit rate 0.98% among 360,000;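 active means activation above a per-plate cutoff, the mean activation of sample wells on that plate plus 3 SD, cut at about 8% in these data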
Cardio protect = myocardial damage modulation in H9c2 cells. protection from H2O2 cell death, % at 20 µM. AID 588492. hit rate 0.63% among 360,000. H9c2 cardiomyocytes, H2O2 injury protection, ATPLite, 2 h;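 active means compounds giving at least 50% protection of heart cells from peroxide-induced death in the single-dose screen, raw or plate-pattern-corrected value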;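 further: 0% = DMSO wells with peroxide and 100% = DMSO wells without peroxide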
MC4R antag cAMP = human MC4R antagonism in cAMP assay. inhibition, % at 6.5 µM. AID 540295. P32245. MC4R-expressing cells, MTII-stimulated cAMP, LANCE TR-FRET. hit rate 0.48% among 360,000;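 active means inhibition above its plate's cutoff, the mean of tested wells on that plate plus 3 SD, cut at about 29% in these data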;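 further: 0% = Melanotan II alone and 100% = Melanotan II plus saturating MCL0020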
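Material: human MC4R-expressing U2OS cells. Probe or stimulus: Melanotan II challenge. Dosing: 6.5 µM single dose. Times: 30-min compound, 1-h challenge, 1-h detection, room temperature. Technique: TR-FRET with Eu-cAMP and labeled anti-cAMP, 671 nm. Replication: singlicate.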
ABCB6 inh MLPCN = inhibitors of human ABC transporter ABCB6; Q9NP58; K562-ABCB6 porphyrin accumulation, flow cytometry, 1 h; hits give low values; fluorescence ratio to DMSO, % at 10 µM; hit rate 0.19% among 360,000; AID 602162;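 active means fluorescence ratio to DMSO below 75%, the collection mean minus 3 SD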;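 further: signal is porphyrin accumulated inside mitochondria; 100% equals median channel fluorescence of DMSO control wells; lower ratio means ABCB6 inhibition with less porphyrin fluorescence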
Exocytosis inh = blocks lytic granule exocytosis. TALL-104 LAMP-1 surface exposure, flow cytometry; cells stimulated with thapsigargin and PMA. inhibition, % at 10 µM. hit rate 0.66% among 360,000. AID 651702;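 active means inhibition above about 55%, limit read from the data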
An asterisk follows results filed as active.

SMILES | aDG glyco act | ABHD5 PLIN5 PPI | iPSC survival up | Glyco luc inh | m5-HT2A agonist | MC4R ag barr | Cardio protect | MC4R antag cAMP | ABCB6 inh MLPCN | Exocytosis inh
CC(=O)N1CCN(C(=O)c2cc(C)nc3ccccc23)CC1 | -0.4 | -5 | -0.7 | -1 | 3 | 1.7 | 5 | 0 | 99 | 0
COC(=O)c1c(NC(=O)/C=C/C(=O)O)sc(C)c1-c1ccc(C)c(C)c1 | 0.1 | 10 | 0.3 | 4 | -2 | -0.6 | -8 | 7 | 106 | 4
CCCCn1c(N)c(N(Cc2ccccc2OC)C(=O)C2=COCCO2)c(=O)[nH]c1=O | 0.5 | 4 | -0.1 | 2 | -4 | -2.0 | 0 | 4 | 99 | -2
O=C(Nc1ccc(N2CCN(Cc3ccccc3)CC2)cc1)c1ncn[nH]1 | 0.2 | 1 | 1.7 | 2 | 5 | 0.6 | 6 | 16 | 106 | 9
CCOC(=O)c1c(NC(=O)CSc2n[nH]c(N)n2)sc(CC)c1C | 1.0 | 3 | -1.0 | 2 | 2 | 1.4 | 0 | 6 | 98 | -1
COc1cnc(-c2cccc(C(F)(F)F)c2)c(NC(=O)c2cc3ccccc3s2)n1 | 0.7 | -12 | -2.4 | -8 | -1 | 2.2 | -8 | -2 | 99 | -7
COCCNC(=O)CSc1nc2cc3c(cc2c(=O)n1CCCC(=O)NCc1ccc(OC)cc1)OCO3 | -0.1 | 1 | -0.4 | 1 | 4 | -0.4 | 8 | -3 | 97 | -1
C/C(=N\Nc1nc(-c2cc(C)ccc2C)cs1)c1cc2c(ccc3ccccc32)oc1=O | -0.2 | -10 | -0.6 | -2 | 2 | -0.9 | -3 | 7 | 113 | -4
Cc1nc(C)c(-c2csc(Nc3cccc(O)c3)n2)s1 | 0.6 | -7 | -2.1 | -2 | -4 | -2.2 | -12 | 17 | 107 | 12
CCOC(=O)C1CCCN(c2c(NCCN(C)Cc3ccccc3)c(=O)c2=O)C1 (stereo not drawn) | 0.0 | 10 | 0.4 | 1 | 1 | 0.2 | 0 | -3 | 97 | -6
O=C(NCCc1nnc2ccc(SCC(=O)N3CCCC3)nn12)c1ccc(F)cc1 | -0.2 | -3 | -0.6 | 0 | 9 | -2.8 | -2 | 1 | 91 | -2
COc1ccc(Nc2nc(-c3ccc4c(c3)NC(=O)CO4)cs2)cc1 | 0.0 | -25 | 3.1 | 3 | 6 | 2.2 | -3 | 12 | 102 | -2
CSc1ccccc1-c1nnc(NC(=O)Cc2ccccc2)o1 | -0.4 | -3 | -0.5 | 2 | 2 | -1.5 | 20 | 11 | 107 | -2
CCCn1c(SCC(=O)c2ccc3c(c2)OCCO3)n[nH]c1=O | 0.2 | -1 | -0.5 | 1 | 0 | -1.4 | -3 | 4 | 93 | -3
Cc1ccc(/C=C2/NC(=O)N(c3ccccc3)C2=O)o1 | -0.1 | 19 | -1.7 | 3 | -1 | 0.1 | -8 | -1 | 107 | 0
Cc1[nH]c(C)c2c(=O)[nH]ncc12 | -0.1 | 7 | -0.6 | 4 | -2 | -0.7 | 36 | 5 | 94 | -4
CC(C)(C)N1CCC1CN (stereo not drawn) | 0.1 | 5 | -0.6 | 3 | 2 | -1.6 | 1 | 2 | 102 | -2
Cc1cc(C)c(C#N)c(N2CCN(Cc3ccccc3)CC2)n1 | 0.0 | -4 | -1.5 | -4 | -11 | -1.1 | 2 | -2 | 47* | -3
CCn1cc(Br)c(C(=O)NC(C)c2ccccc2)n1 (stereo not drawn) | -0.1 | 1 | 0.9 | 0 | -1 | -2.0 | -2 | -1 | 100 | 3
CCN(c1cccc(C)c1)S(=O)(=O)c1cc2[nH]c(=O)c(=O)[nH]c2cc1C | 0.0 | 7 | 0.5 | 4 | 0 | -0.4 | 18 | 15 | 100 | -1
CC(C)c1ccc(S(=O)(=O)N2CCN(C(=O)c3ccco3)CC2)cc1 | 0.2 | -7 | -0.1 | 0 | 3 | -2.7 | -4 | -2 | 93 | 0
CC(C)(C)OC(=O)CNC(=O)c1[nH]cnc1C(=O)NCCCCCNC(=O)OC(C)(C)C | -0.2 | 4 | -0.6 | 2 | 1 | -0.3 | 28 | 12 | 74* | -3
COc1ccccc1CNC(=O)c1cccc(S(=O)(=O)N2CCN(c3ccc(F)cc3)CC2)c1 | 0.3 | -7 | 0.3 | -4 | -2 | -0.5 | -8 | 12 | 92 | 1
O=C(Cn1ccccc1=S)c1ccc(Cl)c(Cl)c1 | 0.1 | 2 | -0.7 | 0 | -1 | 0.6 | 0 | 3 | 100 | -12
CC(=O)Nc1ccc(N2C(C(C)=O)=NN(c3ccc(Cl)cc3)C2c2sccc2C)cc1 (stereo not drawn) | 0.0 | -7 | -0.7 | -5 | 5 | 2.5 | -2 | 11 | 98 | -6
More structures:
SMILES | aDG glyco act | ABHD5 PLIN5 PPI | iPSC survival up | Glyco luc inh | m5-HT2A agonist | MC4R ag barr | Cardio protect | MC4R antag cAMP | ABCB6 inh MLPCN | Exocytosis inh
COc1ccc(C2C3=C(CC(C)(C)CC3=O)N(C)C3=C2C(=O)CC(C)(C)C3)cc1OC | 0.1 | -5 | -0.1 | 2 | -2 | -0.4 | -1 | -3 | 97 | 3
Cc1nnc(SCC(=O)Nc2nsc(-c3ccc(Cl)cc3)n2)s1 | 0.0 | -5 | -1.7 | -1 | -2 | -1.1 | 6 | 14 | 100 | 10
COc1cccc(-c2ncc3ccccc3c2COC(=O)CCC(=O)O)c1 | 0.1 | 6 | -1.0 | 2 | 2 | 0.0 | 15 | 6 | 97 | 1
Cc1oc(-c2ccccc2)nc1CSc1nc2c(c(=O)[nH]1)CCC2 | 4.1 | 5 | 1.2 | 4 | 5 | 1.2 | 49 | -28 | 97 | 6
O=C(CN1CCN(Cc2ccccc2F)C1=O)NCCN1CCOCC1 | -0.1 | 5 | 4.9 | 2 | 6 | 1.0 | 2 | 0 | 100 | -5
O=[N+]([O-])c1cccc(NC(=S)Nc2nc(-c3ccccc3Cl)cs2)c1 | 3.5 | -16 | 0.8 | -5 | -2 | -2.0 | -16 | -9 | 97 | -13
CC(C)NCc1cccc([N+](=O)[O-])c1 | 0.1 | 2 | 0.7 | -3 | 3 | -0.3 | 4 | 6 | 102 | 4
O=c1ccc2cc3ccoc3cc2o1 | -0.1 | 2 | 2.0 | 0 | 0 | 0.5 | 2 | -4 | 105 | -5
CC(=O)c1ccc(NC(=S)Nc2ccc3[nH]c(=O)[nH]c3c2)cc1 | -0.2 | -10 | 1.6 | 0 | -2 | -1.7 | -6 | -1 | 98 | -7
N=C1C(c2ccccc2)=C(O)CN1c1ccccc1 | -0.1 | 3 | 4.1 | -1 | 2 | 0.3 | 1 | 6 | 102 | 21
Cc1nc(N2CCN(c3ccccc3F)CC2)[nH]c(=O)c1C | 0.0 | -3 | -0.4 | -3 | -6 | -0.3 | 2 | 5 | 100 | -2
CCOC(=O)c1ccc(NC(=S)N(Cc2cccnc2)Cc2ccco2)cc1 | 0.1 | 2 | -0.1 | 2 | 0 | -2.8 | -9 | 10 | 86 | -2
CCOc1ccc(S(=O)(=O)N2CCC(C(=O)OC(C)C(=O)N(C)C3CCCCC3)CC2)cc1 (stereo not drawn) | -0.1 | -2 | 2.0 | 3 | 1 | -2.5 | -6 | -2 | 94 | 1
CSc1ccc(CN2CCC(C)(Oc3ccc4ccccc4c3)C2)cc1 (stereo not drawn) | 0.6 | -10 | -4.1 | -1 | -7 | 0.7 | -14 | 4 | 97 | 1
CCc1nnc(NC(=O)C2CCCN2S(=O)(=O)c2ccccc2)s1 (stereo not drawn) | 0.1 | 6 | 0.5 | 0 | -1 | -0.7 | 6 | 17 | 97 | -2
CC1Cc2cc(/C=C3/SC(=S)N(C)C3=O)ccc2O1 (stereo not drawn) | 0.1 | -3 | -0.6 | -6 | -2 | -1.9 | 2 | 1 | 102 | -5
O=C(O)C1CCCCC1C(=O)Nc1ccc2c(c1)OCO2 (stereo not drawn) | 0.0 | 1 | -0.5 | 2 | 0 | -1.1 | 1 | 5 | 97 | -14
COc1ccccc1C(=O)NCCC(=O)NCCC12CC3CC(CC(C3)C1)C2 | -0.2 | -2 | -0.2 | -3 | -2 | -2.0 | -1 | 4 | 90 | -24
O=C(O)C1C2CC2CN1C(=O)c1ccc(Cl)cc1 (stereo not drawn) | 0.1 | 1 | -0.2 | 1 | -1 | -0.2 | 7 | 22 | 95 | -2
COc1cc(NC(=O)c2ccc(Cl)cc2)c2ncccc2c1 | -0.1 | 4 | -0.1 | -5 | 9 | 0.7 | -3 | 17 | 95 | 5
CCC(C)NC(=O)c1c(C)cc(=O)oc1C (stereo not drawn) | -0.1 | -3 | -1.4 | 2 | 1 | -0.8 | 3 | 2 | 101 | 1
C=CCn1c(C)cc(C(=O)COC(=O)CNC(=O)c2ccccc2)c1C | 0.1 | 0 | -1.1 | 2 | 1 | -2.2 | 0 | 4 | 98 | -2
Nc1c2c3c(sc2nc(=O)n1N)CCCC3 | 0.6 | 2 | 1.9 | -1 | 0 | -3.9 | 7 | 21 | 98 | -3
CC(C)OP(=O)(c1ccc(N(C)C)cc1)C(O)c1ccncc1 (stereo not drawn) | 0.6 | 2 | -1.9 | -1 | 4 | 1.4 | 1 | 25 | 95 | 0
CCN=C1SC(CC(=O)NCCc2ccc(OC)cc2)C(=O)N1CC (stereo not drawn) | 0.3 | 13 | -1.1 | 1 | 7 | -0.6 | 19 | 7 | 95 | 0
(next part)
SMILES | aDG glyco act | ABHD5 PLIN5 PPI | iPSC survival up | Glyco luc inh | m5-HT2A agonist | MC4R ag barr | Cardio protect | MC4R antag cAMP | ABCB6 inh MLPCN | Exocytosis inh
CN(c1ccccc1)S(=O)(=O)c1cccc(NS(=O)(=O)c2cccc(C(=O)O)c2)c1 | -0.1 | 22* | -1.9 | 1 | 1 | 0.4 | -3 | 1 | 107 | 10
O=C(Nc1cccc(C(=O)Nc2cccc(Br)c2)c1)c1ccccc1 | 0.1 | -3 | -0.1 | 0 | -5 | -2.7 | -2 | 18 | 99 | 10
COc1cc(C)c2sc3ccccc3c(=O)c2c1NCCN(C)C | 0.5 | 32* | -5.4 | 21 | -6 | 0.6 | -7 | -4 | 93 | -1
CN(C(=O)C12CC3CC(CC(C3)C1)C2)C1CCS(=O)(=O)C1 (stereo not drawn) | -0.2 | -3 | 0.0 | 1 | 8 | -0.8 | -1 | 5 | 97 | -1
Cc1noc(C)c1CSc1ccc(Br)cc1 | -0.1 | -4 | 5.0 | -1 | -6 | -2.8 | 4 | -1 | 71* | 1
O=C(N/N=C/c1cc2c(cc1Br)OCO2)c1cccnc1 | -0.2 | 1 | 0.1 | 0 | -1 | -2.8 | -1 | -5 | 89 | -2

High-throughput results: PubChem, several laboratories
